PrPC surface inh: inhibitors of human cell surface prion protein PrPC, primary screen, cell-based, TR-FRET | Major prion protein (Homo sapiens), P04156 | TR-FRET read-out | inhibition, % at 13.8 µM | 0.43% of 370,000 active | AID 720596, 2013; in the data active = inhibition above about 24%; also: 0% = median of the test wells and 100% = reference compound wells
Anthrax LF inh2: Bacillus anthracis LF protease inhibitors, primary screen, biochemical, multiplex microsphere, MLPCN library. Lethal factor (Bacillus anthracis), P15917. multiplex microsphere protease cleavage assay. inhibition, % at 10 µM. 0.12% of 360,000 active; also: plate controls were buffer without enzyme for full effect and enzyme alone for no effect
3CLpro inhibitor: SARS-CoV 3CLpro protease inhibitors, primary screen, biochemical, quenched FRET. Replicase polyprotein 1ab (Severe acute respiratory syndrome coronavirus), P0C6X7. recombinant SARS-CoV 3CLpro, quenched FRET peptide cleavage. inhibition, % at 6 µM. 0.14% of 290,000 active. AID 1706, 2009; in the data active = inhibition above about 12%
Y pestis TopoI: Yersinia pestis topoisomerase I inhibitors, primary screen, biochemical, cleavage product accumulation, plate reader, single point | AID 504884, 2011 | Y. pestis Topo-I cleavage product accumulation | activity, % at 10 µM | 0.064% of 360,000 active; in the data active = activity above about 50%, passing the limit was not always enough; also: inactives centre near 2
PfHsp40 yeast: rescue of yeast from PfHsp40 toxicity, primary screen, S. cerevisiae, ATP luminescence; S. cerevisiae expressing PfHsp40, growth rescue; growth rescue, % at 12.5 µM; 0.68% of 340,000 active; AID 504582, 2011; in the data active = growth rescue above about 28%, passing the limit was not always enough;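 also: yeast W303a lacking pdr1 and pdr3 grown in galactose medium; growth measured after three days at 30 °C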
TcdB GH inh: TcdB glycohydrolase inhibitors, primary screen, biochemical, single point, plate reader. TcdB glycohydrolase enzymatic assay. inhibition, % at 9.99 µM. 0.24% of 350,000 active; in the data active = inhibition above about 10%
Target sequence (P18177 whole entry, looked up): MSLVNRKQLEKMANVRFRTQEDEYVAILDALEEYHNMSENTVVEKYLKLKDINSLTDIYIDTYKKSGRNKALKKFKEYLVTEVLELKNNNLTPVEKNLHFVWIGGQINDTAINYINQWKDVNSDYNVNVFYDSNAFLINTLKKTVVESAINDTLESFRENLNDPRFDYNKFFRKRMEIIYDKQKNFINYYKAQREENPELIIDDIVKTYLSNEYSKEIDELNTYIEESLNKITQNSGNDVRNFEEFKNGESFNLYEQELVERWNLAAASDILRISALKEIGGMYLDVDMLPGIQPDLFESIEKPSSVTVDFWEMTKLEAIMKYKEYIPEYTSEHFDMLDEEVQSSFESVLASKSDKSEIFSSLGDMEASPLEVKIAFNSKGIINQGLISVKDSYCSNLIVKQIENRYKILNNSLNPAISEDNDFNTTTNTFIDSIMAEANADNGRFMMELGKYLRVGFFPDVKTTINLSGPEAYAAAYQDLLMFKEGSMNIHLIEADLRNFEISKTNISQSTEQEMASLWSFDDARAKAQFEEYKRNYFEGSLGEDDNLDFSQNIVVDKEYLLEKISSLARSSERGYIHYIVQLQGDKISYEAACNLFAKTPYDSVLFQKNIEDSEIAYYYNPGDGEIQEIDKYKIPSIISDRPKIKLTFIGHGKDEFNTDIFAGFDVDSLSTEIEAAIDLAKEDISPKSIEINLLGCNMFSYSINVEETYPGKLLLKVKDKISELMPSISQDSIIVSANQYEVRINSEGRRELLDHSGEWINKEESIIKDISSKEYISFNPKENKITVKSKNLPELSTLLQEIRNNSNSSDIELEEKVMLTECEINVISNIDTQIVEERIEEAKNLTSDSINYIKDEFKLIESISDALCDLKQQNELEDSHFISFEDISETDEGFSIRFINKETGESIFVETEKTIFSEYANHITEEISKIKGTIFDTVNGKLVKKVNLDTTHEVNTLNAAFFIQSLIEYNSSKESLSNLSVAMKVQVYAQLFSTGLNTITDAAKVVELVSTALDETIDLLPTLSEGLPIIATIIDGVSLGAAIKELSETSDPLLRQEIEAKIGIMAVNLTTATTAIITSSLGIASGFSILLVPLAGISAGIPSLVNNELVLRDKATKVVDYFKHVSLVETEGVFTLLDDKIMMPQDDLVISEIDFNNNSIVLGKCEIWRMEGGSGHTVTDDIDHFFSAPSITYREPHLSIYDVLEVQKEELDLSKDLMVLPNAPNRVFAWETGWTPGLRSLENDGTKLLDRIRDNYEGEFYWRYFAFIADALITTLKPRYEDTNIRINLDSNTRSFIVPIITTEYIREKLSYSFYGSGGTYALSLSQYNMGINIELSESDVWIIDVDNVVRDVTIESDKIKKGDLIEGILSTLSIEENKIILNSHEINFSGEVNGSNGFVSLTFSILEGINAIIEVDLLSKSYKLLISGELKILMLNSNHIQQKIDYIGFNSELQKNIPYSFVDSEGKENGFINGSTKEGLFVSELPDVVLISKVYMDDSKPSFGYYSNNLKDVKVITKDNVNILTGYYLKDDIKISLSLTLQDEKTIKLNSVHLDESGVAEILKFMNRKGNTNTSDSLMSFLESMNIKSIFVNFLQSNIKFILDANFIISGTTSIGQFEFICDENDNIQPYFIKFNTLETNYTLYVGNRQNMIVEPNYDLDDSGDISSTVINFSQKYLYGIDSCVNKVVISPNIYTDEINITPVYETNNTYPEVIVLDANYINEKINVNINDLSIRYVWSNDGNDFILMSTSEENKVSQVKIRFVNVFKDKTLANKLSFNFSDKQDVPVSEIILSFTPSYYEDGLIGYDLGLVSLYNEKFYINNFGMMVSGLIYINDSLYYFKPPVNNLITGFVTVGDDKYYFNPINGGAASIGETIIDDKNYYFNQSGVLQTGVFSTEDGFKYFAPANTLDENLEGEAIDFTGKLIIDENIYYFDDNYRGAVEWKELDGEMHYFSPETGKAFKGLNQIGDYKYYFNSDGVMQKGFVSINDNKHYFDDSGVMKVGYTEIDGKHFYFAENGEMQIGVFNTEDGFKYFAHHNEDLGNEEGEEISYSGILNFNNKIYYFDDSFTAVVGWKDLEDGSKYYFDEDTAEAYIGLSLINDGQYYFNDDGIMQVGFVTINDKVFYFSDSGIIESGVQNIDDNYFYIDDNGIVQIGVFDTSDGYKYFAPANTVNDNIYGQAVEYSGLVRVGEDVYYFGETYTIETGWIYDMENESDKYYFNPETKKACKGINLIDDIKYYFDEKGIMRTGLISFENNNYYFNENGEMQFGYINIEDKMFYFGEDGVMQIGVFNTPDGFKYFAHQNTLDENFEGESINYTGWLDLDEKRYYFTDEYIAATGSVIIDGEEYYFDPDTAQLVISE
Vc quorum ag: inducers of Vibrio cholerae quorum light production without autoinducers, primary screen, BH1578 luxS cqsA deficient, single point | AID 588436, 2011 | V. cholerae BH1578 lux reporter, luminescence, 6 h | activation, % at 18.7 µM | 0.16% of 350,000 active; in the data active = activation mostly above about 9.7%, no sharp cut-off; also: not every result past the cut was called active; inactives centre near 0; reference of the scale not given here
PriA SSB inh: inhibitors of Klebsiella pneumoniae PriA binding to SSB C-terminal tail, primary screen, biochemical, AlphaScreen; AlphaScreen SSBct-PriA binding, biotinylated peptide; inhibition, % at 33 µM; 0.6% of 430,000 active; AID 1272365, 2023; in the data active = inhibition mostly above about 37%, no sharp cut-off; inactive = mostly below about 20%;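 also: plate controls were negative control peptide for no effect and reference peptide for full effect; strong numbers were not always called active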
BoNT-A LC inh2: BoNT/A light chain protease inhibitors, primary screen, biochemical, flow cytometry, MLPCN library; Botulinum neurotoxin type A light chain protease (Clostridium botulinum A str. ATCC 3502); inhibition, % at 10 µM; multiplex microsphere protease substrate cleavage; 0.17% of 360,000 active; AID 588499, 2011; also: plate controls were buffer without enzyme for full effect and enzyme alone for no effect
Starred values were filed as active, the others as inactive; i = inactive; / = no result given. Rule as the data show it, unless noted: active = inhibition above about 30%; inconclusive = no clear call, values can overlap the other calls; inactive = below that. Only part of the results is shown; the hit share may differ from the screen's.

Each structure is followed by: Anthrax LF inh2	Y pestis TopoI	PfHsp40 yeast	3CLpro inhibitor	BoNT-A LC inh2	TcdB GH inh	PrPC surface inh	PriA SSB inh	Vc quorum ag
- O=C(Nc1ccc(N2CCCCC2)cc1)c1ccc(F)cc1
    -12	6	-1.9	-4	-1.8	/	4	0	0.7
- CCOC(=O)C1=C(Nc2ccccc2)CSC1
    -3	10	/	/	-0.1	0.5	3	/	-6.0
- NC(=O)CC(NC(=O)c1ccccc1)c1ccc(NC2CCCCC2)c([N+](=O)[O-])c1 (stereo not given)
    1	-4	1.6	/	0.5	-0.2	-14	2	i
- COc1ccccc1N/C=C(\C#N)c1nc2ccccc2[nH]1
    -2	-7	0.3	1	0.1	/	-4	-10	-0.3
- COC(=O)c1cccc(NC(=O)c2cc3ccccc3o2)c1
    5	5	1.3	1	-2.1	6.6	-8	-47	-0.3
- Cc1cccc(S(=O)(=O)NCCc2cn3ccccc3n2)c1
    -1	-3	0.8	2	-0.5	0.0	2	-3	-0.2
- COc1ccc(OC)c(-n2c(C)nc3cc(C(=O)O)ccc32)c1
    4	6	-0.2	1	-0.2	/	0	-9	-1.0
- COc1ccc(C(=O)c2cnc(C(C)C)n2C)cc1
    -4	7	-1.5	2	-0.5	0.1	-4	-16	-1.6
- CC(C)(C)NC(=O)C(c1ccncc1)N(Cc1ccco1)C(=O)c1ccc(-c2ccccc2)[nH]1 (stereo not given)
    -3	3	4.0	5	-0.5	1.0	3	2	-1.4
- O=C(NCc1ccco1)c1cc2ccc(O)cc2oc1=O
    -1	1	-3.9	2	-1.3	/	-3	-1	i
- Cc1ccc(S(=O)(=O)N2CCN(C(=O)CSc3ncn[nH]3)CC2)c(C)c1
    -3	6	-0.4	/	-0.5	2.8	6	-19	i
- COc1cccc(NC(=O)CCC2CCN(C(=O)C3CC=CCC3)CC2)c1 (stereo not given)
    -2	-4	0.0	2	0.3	0.4	29*	-8	-0.2
- CCOc1ccc(NC(=O)c2cc(S(=O)(=O)N3CCOCC3)cn2C)cc1
    -6	-7	0.0	-2	-0.2	-7.5	10	1	i
- O=C(CN1CCN(S(=O)(=O)c2ccc(F)cc2)CC1)NC1CC1
    -3	3	-0.7	-6	-0.5	-0.1	4	-19	-0.6
- O=C(CCC(=O)c1ccccc1)Nc1ccc(C(=O)O)cc1
    -4	-2	0.1	-2	0.2	-0.7	-6	8	i
- COc1ccc(NC(=O)CN(C)C(=O)c2ccccc2CCc2ccccc2)cc1
    0	1	-1.3	/	6.5	1.8	7	5	i
- Cc1ccc(NC(=O)c2cccc(OCc3c(C)noc3C)c2)cc1S(=O)(=O)Nc1ccccc1Cl
    -8	22	-0.2	3	-0.1	2.3	17	-4	i
- CCN(CC)c1ncnc2c1ncn2[C@H]1CN(Cc2ccccc2)C[C@@H](CO)O1
    -2	9	/	/	-0.4	1.2	0	/	i
- C/C(=N\NC(=O)c1ccc2ccccc2c1)c1cccnc1
    0	8	-1.6	1	-0.8	2.3	8	/	-4.5
- CC(C)=CCN1CCN(Cc2cnc(N3CCCC3)s2)CC1CCO (stereo not given)
    1	5	-0.9	0	-0.2	-0.2	-3	-7	1.6
- CCOC(=O)N/N=C/c1cc(C)n(-c2ccccc2)c1C
    -3	-2	-0.5	3	0.3	0.8	4	/	-2.7
- CC1CN(Cc2nc3c(c(=O)n(C)c(=O)n3C)n2Cc2ccccc2)CC(C)O1 (stereo not given)
    -1	4	1.6	-3	-0.7	0.4	-3	-6	i
- COc1ccc(NC(=O)CSc2nnc(CNC(=O)c3ccco3)o2)cc1
    -1	-5	-0.3	-2	0.0	0.8	11	-15	-0.2
- CCOc1ccc(C2c3c(oc4cc(C)c(C)cc4c3=O)C(=O)N2CCCN2CCOCC2)cc1 (stereo not given)
    -7	1	-0.3	-1	-0.6	2.1	-7	-7	-0.2
- O=C(N/N=C/c1ccccc1)C(=O)N/N=C/c1ccccc1
    2	-8	-0.6	-1	2.3	-0.1	-12	/	-0.7
- COc1ccc(NC(=O)/C(=C\c2ccccc2)NC(=O)c2ccco2)cc1
    -2	5	0.2	2	1.3	1.3	-7	-35	-0.2
- O=S(=O)(NCc1cn2ccccc2n1)c1cc(F)ccc1F
    0	-3	-0.4	2	0.5	/	5	-9	-1.0
- O=[N+]([O-])c1ccc(/C=N/N2CCN(c3ccncc3S(=O)(=O)N3CCCCC3)CC2)cc1
    1	-1	0.8	1	-1.2	1.6	-3	/	0.1
- CN(C)c1ccc(/C=C2/NC(=O)NC2=O)cc1
    2	-9	0.6	-2	0.7	1.1	-39	-4	-0.6
- O=C(Nc1c(C(=O)N2CCC(N3CCCCC3)CC2)oc2ccccc12)c1c(F)cccc1F
    -2	-11	0.2	-3	1.5	1.1	6	14	-0.2

Nothing new here: eleven of the compounds above.
Each structure is followed by: Anthrax LF inh2	Y pestis TopoI	PfHsp40 yeast	3CLpro inhibitor	BoNT-A LC inh2	TcdB GH inh	PrPC surface inh	PriA SSB inh	Vc quorum ag
- CC(C)=CCN1CCN(Cc2cnc(N3CCCC3)s2)CC1CCO (stereo not given)
    1	5	-0.9	0	-0.2	-0.2	-3	-7	1.6
- CCOC(=O)N/N=C/c1cc(C)n(-c2ccccc2)c1C
    -3	-2	-0.5	3	0.3	0.8	4	/	-2.7
- CC1CN(Cc2nc3c(c(=O)n(C)c(=O)n3C)n2Cc2ccccc2)CC(C)O1 (stereo not given)
    -1	4	1.6	-3	-0.7	0.4	-3	-6	i
- COc1ccc(NC(=O)CSc2nnc(CNC(=O)c3ccco3)o2)cc1
    -1	-5	-0.3	-2	0.0	0.8	11	-15	-0.2
- CCOc1ccc(C2c3c(oc4cc(C)c(C)cc4c3=O)C(=O)N2CCCN2CCOCC2)cc1 (stereo not given)
    -7	1	-0.3	-1	-0.6	2.1	-7	-7	-0.2
- O=C(N/N=C/c1ccccc1)C(=O)N/N=C/c1ccccc1
    2	-8	-0.6	-1	2.3	-0.1	-12	/	-0.7
- COc1ccc(NC(=O)/C(=C\c2ccccc2)NC(=O)c2ccco2)cc1
    -2	5	0.2	2	1.3	1.3	-7	-35	-0.2
- O=S(=O)(NCc1cn2ccccc2n1)c1cc(F)ccc1F
    0	-3	-0.4	2	0.5	/	5	-9	-1.0
- O=[N+]([O-])c1ccc(/C=N/N2CCN(c3ccncc3S(=O)(=O)N3CCCCC3)CC2)cc1
    1	-1	0.8	1	-1.2	1.6	-3	/	0.1
- CN(C)c1ccc(/C=C2/NC(=O)NC2=O)cc1
    2	-9	0.6	-2	0.7	1.1	-39	-4	-0.6
- O=C(Nc1c(C(=O)N2CCC(N3CCCCC3)CC2)oc2ccccc12)c1c(F)cccc1F
    -2	-11	0.2	-3	1.5	1.1	6	14	-0.2

Further structures follow.
Each structure is followed by: Anthrax LF inh2	Y pestis TopoI	PfHsp40 yeast	3CLpro inhibitor	BoNT-A LC inh2	TcdB GH inh	PrPC surface inh	PriA SSB inh	Vc quorum ag
- COc1ccc(CCC(=O)Nc2cc([N+](=O)[O-])ccc2OC)cc1
    0	-3	2.1	-1	0.2	/	-3	3	2.0
- Cc1ccc(O)c(N/C=C/C(=O)c2ccc(F)cc2)c1
    2	-9	0.6	0	2.9	-0.1	-1	1	-0.8
- O=C(O[C@@H](C(=O)O)[C@@H](OC(=O)c1ccccc1)C(=O)O)c1ccccc1
    -6	2	-0.1	/	0.2	-1.5	6	3	i
- Cc1cccc(CC(=O)N2CCC(n3nccc3NC(=O)C3CC3)CC2)c1
    -8	5	-1.2	-1	-0.1	0.0	0	-5	-0.8
- C=CCN(CC=C)C(=S)NC(=O)/C=C/c1ccc(C)cc1
    -1	4	-1.2	-5	-0.5	/	2	-10	0.6
- O=C(COc1ccccc1)Nc1nnc(S(=O)(=O)N2CCCCCC2)s1
    -1	0	-0.9	6	1.0	0.6	-6	95*	-0.2
- CCC(=O)Nc1ccc(S(=O)(=O)Nc2c(NC)c3ccccc3oc2=O)cc1
    0	0	0.4	0	-0.4	0.8	-1	-6	i
- O=c1[nH]nc2n1CCCCC2
    -4	-4	-0.2	0	-0.5	/	3	-14	-0.6
- O=[N+]([O-])c1cc(C(F)(F)F)cc([N+](=O)[O-])c1NCCCN1CCOCC1
    -2	3	-0.7	-2	-0.3	0.5	-39	5	0.4
- O=[N+]([O-])c1ccc(O)c(/C=N/Nc2nc3ccccc3[nH]2)c1
    -1	-20	2.0	-3	-0.3	-0.2	-15	/	-0.4
- COc1ccc(CCNC(=O)COC(=O)CCC(=O)c2ccc(F)cc2)cc1OC
    -4	11	-0.1	-1	0.4	0.6	4	-13	-0.3
- O=[N+]([O-])c1ccc2[nH]cc(S(=O)(=O)N3CCN(c4cccc(Cl)c4)CC3)c2c1
    -4	-14	0.2	10	0.0	0.7	-2	8	0.2
- Cc1cc2ncn(C3CC(=O)N(Cc4ccc(N5CCCC5=O)cc4)C3=O)c2cc1C (stereo not given)
    -5	8	-0.1	-2	0.4	-1.4	-8	5	i
- O=Cc1c(NCCc2ccc(F)cc2)c2ccccc2[nH]c1=O
    -4	13	-0.1	8	1.3	0.1	7	-2	i
- Cn1c(Nc2ccc(F)cc2)nc2cc(-c3ccsc3)sc2c1=O
    -4	-6	/	/	-0.2	1.3	12	/	i
- c1ccc(SCCN2CCc3ccccc3C2)cc1
    -2	-3	0.1	-2	0.1	/	4	1	i
- CCN(CC)c1nc2c(s1)C(=O)CC(C)(C)C2
    -5	-8	1.6	-2	-0.4	/	11	-22	i
- CCOc1ccccc1-c1cncc(NC)n1
    4	-3	/	/	-0.7	0.8	14	/	-1.6
- CS(=O)(=O)Nc1nc2n(n1)C(c1ccccc1)CC(c1ccccc1)N2 (stereo not given)
    0	2	-1.4	3	0.3	1.5	5	-9	0.6
- CCOc1cccc2cc(C(=O)NCc3ccccc3Cl)c(=O)oc12
    -3	7	-1.6	3	1.0	0.7	4	1	-0.3
- CC(C)CC(NC(N)=O)C(=O)NCCc1ccc(Cl)cc1 (stereo not given)
    -2	3	-0.1	1	-0.8	5.2	4	-14	-0.4
- Cc1ccc(NC(=O)C2CCCN(S(=O)(=O)c3cnc[nH]3)C2)c(Br)c1 (stereo not given)
    4	-2	0.4	3	-0.1	0.6	-7	-5	-0.3
- Cc1ccc(SCCC(=O)N/N=C/c2ccncc2)cc1
    -9	3	-0.6	5	-0.5	1.5	4	/	i
- CCN(Cc1ccccc1)C(c1cc2cc(C)cc(C)c2[nH]c1=O)c1nnnn1CCOC (stereo not given)
    1	4	-0.8	-1	0.8	/	4	-14	-0.5
- C=CCn1c(SCc2ccc(Cl)c(Cl)c2)nnc1C(CO)NC(=O)c1ccc(OC)cc1 (stereo not given)
    2	19	0.7	-2	-0.1	1.3	0	6	-0.3
- CCOC(=O)c1[nH]c(C)c(C(=O)Nc2ccc3c(c2)CCC3)c1C
    0	8	-0.4	-2	-0.6	/	-7	-16	/
- C=C(C)COc1ccc(-c2ncncc2-c2ccccc2)c(O)c1
    -6	1	-0.6	2	0.8	1.0	-3	8	-8.3
- CN(C)c1nc(N(C)C)nc(N2CC(=O)N(c3ccccc3)C2=N)n1
    -1	8	-0.1	2	0.6	2.0	-5	2	i
- COC(=O)c1c(C)[nH]c(C(=O)OCc2csc(CC(=O)Nc3ccccc3C)n2)c1C
    -5	13	-0.8	/	0.2	1.4	-13	-1	i
- CCCCNC(=O)Nc1cc(C(=O)OC)ccc1Cl
    0	2	1.0	-8	-0.9	/	4	-7	1.4
- COCCN(CC(=O)Nc1cccc(C)c1C)C(=O)c1cc2ccccc2cc1OC
    3	19	-0.5	/	2.3	1.3	5	-1	i

High-throughput results from PubChem.
